RXFP1 agonist – qHTS Assay for Agonists of the Relaxin Receptor RXFP1; Relaxin receptor 1 (Homo sapiens), Q9HBX9; AID 2676, 2010; actives 0.3% (n = 370,000); HEK293T-RXFP1 cAMP TR-FRET, 30 min; response scale: percent of porcine relaxin response, buffer zero; Potency, µM (series often up to 57.5 µM), for the others: at the highest dose activation, most hits filed as activators; also: % is scaled to controls: 0 for no effect and ±100 for the full control effect; nearly all actives have a fitted effect of over 60% in size; many of its hits are not listed in these tables
Target sequence (Q9HBX9 whole entry, looked up): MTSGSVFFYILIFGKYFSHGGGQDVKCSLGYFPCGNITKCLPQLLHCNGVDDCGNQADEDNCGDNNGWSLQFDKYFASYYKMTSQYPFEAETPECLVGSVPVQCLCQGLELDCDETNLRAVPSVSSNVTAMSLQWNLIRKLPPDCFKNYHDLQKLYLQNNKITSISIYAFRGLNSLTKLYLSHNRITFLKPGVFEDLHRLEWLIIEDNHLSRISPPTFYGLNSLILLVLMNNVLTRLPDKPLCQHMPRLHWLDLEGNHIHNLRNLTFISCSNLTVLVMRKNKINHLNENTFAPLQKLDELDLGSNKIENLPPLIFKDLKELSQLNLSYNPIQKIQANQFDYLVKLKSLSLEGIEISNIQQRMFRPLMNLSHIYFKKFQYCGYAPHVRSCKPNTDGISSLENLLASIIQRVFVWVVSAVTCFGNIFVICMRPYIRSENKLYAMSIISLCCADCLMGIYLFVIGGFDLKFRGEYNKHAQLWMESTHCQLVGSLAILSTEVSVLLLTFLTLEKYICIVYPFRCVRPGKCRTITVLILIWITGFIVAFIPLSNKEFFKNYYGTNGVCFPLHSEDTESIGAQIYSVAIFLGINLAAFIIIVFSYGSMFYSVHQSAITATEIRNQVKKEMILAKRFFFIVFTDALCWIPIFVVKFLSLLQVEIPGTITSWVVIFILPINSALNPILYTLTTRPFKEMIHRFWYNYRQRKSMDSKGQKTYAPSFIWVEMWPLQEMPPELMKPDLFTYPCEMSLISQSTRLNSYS
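Agonist response is measured as cAMP accumulation in an RXFP1-transfected HEK293T line under PDE4 inhibition. Values are scaled between buffer-only and 29 nM porcine relaxin, and EC50s come from standard Hill equation fits.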
TrxR1 substrate – qHTS Assay for Substrates of Mammalian Selenoprotein Thioredoxin Reductase 1 (TrxR1): qHTS; Potency, µM (series often up to 114 µM), for the others: top-dose activity change, negative = substrate turnover; actives 0.01% (n = 390,000); Thioredoxin reductase 1, cytoplasmic (Rattus norvegicus), O89049; purified TrxR1 substrate turnover, NADPH consumption readout; also: % is scaled to controls: 0 for no effect and ±100 for the full control effect; nearly all actives have a fitted effect of over 50% in size
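Rat TrxR1, dispensed at 90 nM, was prereduced with 400 uM NADPH (final) for 5 min at ~22 deg C, then incubated with compound 15 min before 400 uM selenite. A first-read NADPH fluorescence drop versus no-compound background flagged substrates.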
Vif-A3F inh – qHTS for Inhibitors of Vif-A3F Interactions: qHTS; Potency, µM (top dose mostly 46.1 µM), for the others: top-dose activity, negative = active; actives 0.2% (n = 390,000); AID 602313, 2012; HeLa A3F-eYFP + Vif (tagged APOBEC3F with the HIV-1 protein that degrades it), YFP fluorescence increase; also: % of control where 0% means no effect; nearly all actives have a fitted effect of over 65% in size
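Fluorescence increase (Ex 488/Em 500-530) after overnight compound treatment at 37 deg C flags inhibition of Vif-driven A3F-eYFP loss in stable HeLa A3F-eYFP/Vif cells seeded overnight beforehand.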
mIDH1 inhibitor – qHTS for Inhibitors of mutant isocitrate dehydrogenase 1 (IDH1): qHTS; actives 0.093% (n = 390,000); Potency, µM (highest dose often 76.6 µM), for inactives: at the top dose activity change, negative = inhibition, actives largely listed as inhibitors; IDH1-R132H enzyme, NADPH consumption, diaphorase/resazurin fluorescence; Isocitrate dehydrogenase [NADP] cytoplasmic (Homo sapiens), O75874; also: % is scaled to controls: 0 for no effect and ±100 for the full control effect; nearly all actives have a fitted effect of over 65% in size
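IDH1-R132H (0.5 ug/mL dispensed) in pH 7.5 Tris buffer was preincubated 30 min with compound, then given a substrate mix of 0.016 mM NADPH and 2 mM alpha-KG for 80 min at room temperature; remaining NADPH was read by diaphorase/resazurin fluorescence.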
RGS4 inh – Inhibitors of Regulator of G Protein Signaling (RGS) 4: qHTS | Regulator of G-protein signaling 4 (Homo sapiens), P49798 | Potency, µM (top dose mostly 114 µM), for the others: at the highest dose activity change, negative = inhibition, hits mostly inhibitors | AID 504845, 2011 | Transcreener GDP fluorescence polarization, RGS4-accelerated GTP hydrolysis | actives 0.039% (n = 390,000); also: % is scaled to controls: 0 for no effect and ±100 for the full control effect; nearly all actives have a fitted effect of over 75% in size; some results filed as inactive show a strong effect at the top dose
Target sequence (P49798 whole entry, looked up): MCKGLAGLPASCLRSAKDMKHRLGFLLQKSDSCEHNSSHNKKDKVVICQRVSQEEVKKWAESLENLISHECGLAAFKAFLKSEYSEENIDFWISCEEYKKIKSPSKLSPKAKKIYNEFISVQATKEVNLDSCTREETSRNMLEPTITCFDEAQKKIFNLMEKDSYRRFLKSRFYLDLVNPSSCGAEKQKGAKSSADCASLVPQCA
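MLSMR compounds (23 nl, pin-transferred) preincubated 10 min at room temperature with a 500nM (2x) first reagent, then RGS4 at 900nM (2x) plus Transcreener GDP mix added; fluorescence polarization (620/688 nm) read before and after 90 min at 30 °C.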
TrxR1 inh – qHTS Assay for Inhibitors of Mammalian Selenoprotein Thioredoxin Reductase 1 (TrxR1): qHTS; actives 1% (n = 390,000); AID 588453, 2011; Thioredoxin reductase 1, cytoplasmic (Rattus norvegicus), O89049; Potency, µM (titrated, usually from 114 µM), for inactives: at the top dose activity change, negative = inhibition, actives largely listed as inhibitors; recombinant rTrxR1, NADPH fluorescence consumption, selenite substrate; also: % is scaled to controls: 0 for no effect and ±100 for the full control effect; nearly all actives have a fitted effect of over 65% in size
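Rat TrxR1 (90 nM in the dispensed reagent) was pre-reduced with 400 uM NADPH for 5 min at room temperature, then incubated with compound for 15 min. After 400 uM selenite was added, NADPH fluorescence (Ex 340/Em 450 nm) was followed for 8 min.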
Vif-A3G inh – qHTS for Inhibitors of Vif-A3G Interactions: qHTS | DNA dC->dU-editing enzyme APOBEC-3G (Homo sapiens), Q9HC16 | HeLa A3G-eYFP + Vif (tagged APOBEC3G with the HIV-1 protein that degrades it), YFP fluorescence, overnight | Potency, µM (highest dose often 46.1 µM), for inactives: top-dose activity, negative = active, hits mostly inhibitors | actives 0.076% (n = 410,000) | AID 602310, 2012;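 also: % is scaled to controls: 0 for no effect and ±100 for the full control effect; nearly all actives have a fitted effect of over 60% in size; hits raise eYFP signal because A3G escapes Vif-driven loss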
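HeLa cells stably expressing Vif and C-terminally eYFP-tagged A3G, seeded overnight at 37 deg C, then exposed to compound by pintool overnight at 37 deg C. Rise in yellow fluorescence (Ex 488/Em 500-530, Acumen) marks blocked Vif-driven A3G degradation.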
USP1 inh – Inhibitors of USP1/UAF1: Primary Screen. Ubiquitin carboxyl-terminal hydrolase 1 (Homo sapiens), O94782. recombinant USP1/UAF1, Ub-Rhodamine cleavage fluorescence. Potency, µM (titrated, usually from 57.1 µM), for inactives: top-dose activity change, negative = inhibition, hits mostly inhibitors. actives 0.23% (n = 390,000); also: % is scaled to controls: 0 for no effect and ±100 for the full control effect; nearly all actives have a fitted effect of over 60% in size; inactives centre near -12
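In this screen, compounds sit with the deubiquitinase complex (1nM) for 15 min at room temperature before Ub-Rho is added at 150nM final. Fluorescence rise is then followed for 6 reads every 60 seconds.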
ALOX12 inh – Primary qHTS assay for inhibitors of human arachidonate 12S-lipoxygenase (ALOX12): Round 2; AID 1671190, 2021; Polyunsaturated fatty acid lipoxygenase ALOX12 (Homo sapiens), P18054; actives 1.1% (n = 580,000); purified 12hLO, xylenol orange hydroperoxide absorbance; Potency, µM (highest dose often 108 µM), without a hit: top-dose activity change, negative = inhibition, most hits filed as inhibitors; also: % is scaled to controls: 0 for no effect and ±100 for the full control effect
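Purified human 12hLO (150 nM final) in 25 mM Hepes, 0.01% Triton X-100, pH 7.0 was preincubated 15 min at room temperature with compound. Then 40 uM arachidonic acid was added, 30 min. Hydroperoxide was read by Fe-XO absorbance ratio 573/405 nm.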
Numbers without * were called inactive; [ ] = remark or other dose. Calls follow the shape of the dose curve; as a rule, active = well fitted curve in the direction sought with a large enough effect; inconclusive = small, poorly fitted or top-dose-only effect, or another doubt; inactive = no such curve, though single readings can be large; an effect the other way counts as inactive or inconclusive. Potency is read from the fitted curve at half-maximal effect. This is a subset (hit frequency here may not be typical).

Preview, 2 compounds:
For O=C1OCC/C1=C1/NCCNC1=O the results were Vif-A3F inh -0.2%, mIDH1 inhibitor 0.0%, Vif-A3G inh 0.2%, USP1 inh -15.0% and ALOX12 inh -11.1%.
Screening O=C(CN1C(=O)CCSc2ccccc21)Nc1ccccc1 returned RXFP1 agonist 0.3%, TrxR1 substrate 6.7%, Vif-A3F inh -1.8%, mIDH1 inhibitor 1.7%, RGS4 inh -16.5%, TrxR1 inh 9.6%, Vif-A3G inh 1.3%, USP1 inh -14.9% and ALOX12 inh 6.1%.

The list itself, from the first entry:
For O=C1OCC/C1=C1/NCCNC1=O the results were Vif-A3F inh -0.2%, mIDH1 inhibitor 0.0%, Vif-A3G inh 0.2%, USP1 inh -15.0% and ALOX12 inh -11.1%.
Screening O=C(CN1C(=O)CCSc2ccccc21)Nc1ccccc1 returned RXFP1 agonist 0.3%, TrxR1 substrate 6.7%, Vif-A3F inh -1.8%, mIDH1 inhibitor 1.7%, RGS4 inh -16.5%, TrxR1 inh 9.6%, Vif-A3G inh 1.3%, USP1 inh -14.9% and ALOX12 inh 6.1%.
Cc1csc(NC(=O)Nc2ccccc2[N+](=O)[O-])n1 was read as RXFP1 agonist -2.4%, TrxR1 substrate 1.5%[57.1 µM], Vif-A3F inh -1.3%, mIDH1 inhibitor -1.5%, RGS4 inh 10.0%, TrxR1 inh 3.2%[57.1 µM], Vif-A3G inh -5.8%, USP1 inh -3.4% and ALOX12 inh -6.2%.
For O=C(O)c1ccnc(C(=O)O)c1 the results were RXFP1 agonist -0.4%, TrxR1 substrate -1.2%, Vif-A3F inh -14.3%, mIDH1 inhibitor 11.6%, RGS4 inh -11.9%, TrxR1 inh 14.6%, Vif-A3G inh 2.3%, USP1 inh -14.5% and ALOX12 inh 4.6%.
`O=C(O)C=Cc1c[nH]c2nccnc12` gave Vif-A3F inh 0.8%, mIDH1 inhibitor 14.9%, Vif-A3G inh 5.8%, USP1 inh -23.5% and ALOX12 inh 2.0%.
Screening COc1ccccc1CN(Cc1nc2ccccc2c(=O)[nH]1)C(=O)Nc1ccccc1 returned RXFP1 agonist 0.3%, TrxR1 substrate 5.6%[57.1 µM], Vif-A3F inh -0.7%, mIDH1 inhibitor -4.4%, RGS4 inh inconclusive, TrxR1 inh 9.9%[57.1 µM], Vif-A3G inh 1.3%, USP1 inh -8.5% and ALOX12 inh 1.3%.
CCN(c1ccccc1)S(=O)(=O)c1ccc(OC)c(OC)c1 was read as RXFP1 agonist 1.0%, TrxR1 substrate -3.8%, Vif-A3F inh 3.2%, mIDH1 inhibitor 3.8%, RGS4 inh -10.1%, TrxR1 inh 0.7%, Vif-A3G inh -2.5%, USP1 inh -15.8% and ALOX12 inh 0.2%.
Screening CCOC(=O)COc1ccc(S(=O)(=O)Nc2ccc3c(c2)OCCO3)cc1 returned RXFP1 agonist -0.3%, TrxR1 substrate 5.4%, Vif-A3F inh 2.1%, mIDH1 inhibitor -0.4%, RGS4 inh 2.4%, TrxR1 inh 9.8%, Vif-A3G inh -4.0%, USP1 inh -8.2% and ALOX12 inh -3.2%.
`CCOc1ccc2nc(N3C(=O)/C(=C/c4ccccc4)NC3=S)sc2c1` gave RXFP1 agonist 0.0%, TrxR1 substrate -14.6%, Vif-A3F inh inconclusive, mIDH1 inhibitor 0.2%, RGS4 inh inconclusive, TrxR1 inh -17.1%, Vif-A3G inh -25.0%, USP1 inh -18.3% and ALOX12 inh -14.9%.
`CN(C(=O)COC(=O)c1n[nH]c2ccccc12)c1ccccc1` gave RXFP1 agonist 2.2%, TrxR1 substrate 6.3%, Vif-A3F inh -20.6%, mIDH1 inhibitor -11.2%, RGS4 inh 4.7%, TrxR1 inh 5.7%, Vif-A3G inh -1.3%, USP1 inh -4.2% and ALOX12 inh -5.4%.
`CC(=O)NNC(=O)c1nc(-c2ccccc2)c(C)o1` gave RXFP1 agonist 1.1%, TrxR1 substrate -7.0%, Vif-A3F inh -1.6%, mIDH1 inhibitor -14.0%, RGS4 inh -6.0%, TrxR1 inh 6.1%, Vif-A3G inh 0.5%, USP1 inh -11.6% and ALOX12 inh 0.0%.
`Cc1cccc(/C=N/NC(=O)c2cccc(NC(=O)c3ccccc3)c2)n1` gave RXFP1 agonist 4.2%, TrxR1 substrate 1.0%[57.1 µM], Vif-A3F inh inconclusive, mIDH1 inhibitor 2.9%, RGS4 inh -4.9%, TrxR1 inh 3.8%[57.1 µM], Vif-A3G inh -15.3%, USP1 inh -15.3% and ALOX12 inh 6.0%.
For COc1ccc(C(=O)OCC(=O)NCCCc2ccccc2)cc1[N+](=O)[O-] the results were RXFP1 agonist 1.2%, TrxR1 substrate -8.4%, Vif-A3F inh 1.2%, mIDH1 inhibitor 2.3%, RGS4 inh 6.8%, TrxR1 inh 7.1%[57.1 µM], Vif-A3G inh 1.6%, USP1 inh -8.5% and ALOX12 inh 7.9%.
CN(C)c1ccc(C(CNC(=O)c2ccccc2Cl)N2CCc3ccccc32)cc1 (stereo not given) was read as RXFP1 agonist -0.7%, TrxR1 substrate -3.2%[57.1 µM], Vif-A3F inh -0.3%, mIDH1 inhibitor 9.4%, RGS4 inh -11.6%, TrxR1 inh -7.9%[57.1 µM], Vif-A3G inh 7.2%, USP1 inh -21.3% and ALOX12 inh -25.8%.
For Cc1cc(C)c(CN2CCC(CO)(CCOc3ccccc3)CC2)cc1C the results were RXFP1 agonist -0.8%, TrxR1 substrate -10.5%, Vif-A3F inh -2.4%, mIDH1 inhibitor -7.3%, RGS4 inh 41.4%, TrxR1 inh -15.8%, Vif-A3G inh 3.7%, USP1 inh -2.7% and ALOX12 inh -19.1%.
Screening COc1c(C)cc(C(=O)C2CCCN(Cc3cnc(N4CCOCC4)s3)C2)cc1C (stereo not given) returned RXFP1 agonist -1.0%, TrxR1 substrate 2.5%, Vif-A3F inh -22.2%, mIDH1 inhibitor 3.1%, RGS4 inh 0.9%, TrxR1 inh 10.8%, Vif-A3G inh -0.7%, USP1 inh -22.8% and ALOX12 inh 8.7%.
Screening C=C[C@H](CC(C)C)N(Cc1ccccc1)S(=O)(=O)N(Cc1ccc(OC)cc1)[C@H](C=C)CC(C)C returned RXFP1 agonist -0.3%, TrxR1 substrate -3.4%, Vif-A3F inh -7.4%, mIDH1 inhibitor -0.3%[38.3 µM], RGS4 inh 1.9%, TrxR1 inh 16.7%, Vif-A3G inh 5.2%, USP1 inh -20.0% and ALOX12 inh 5.3%.
`CCCOc1ccc(Cc2c(Cl)nc(SC)nc2OC)cc1` gave RXFP1 agonist 0.4%, TrxR1 substrate 1.3%[57.1 µM], Vif-A3F inh 8.5%, mIDH1 inhibitor 6.1%, RGS4 inh -1.5%, TrxR1 inh 12.9%[57.1 µM], Vif-A3G inh 0.7%, USP1 inh -13.3% and ALOX12 inh -13.2%.
`O=C(Oc1ccc(-c2nnco2)cc1)N1CCCCC1` gave RXFP1 agonist 1.3%, TrxR1 substrate 18.7%, Vif-A3F inh 0.5%, mIDH1 inhibitor 1.1%, RGS4 inh -29.4%, TrxR1 inh 38.6%[0.457 µM], Vif-A3G inh 2.0%, USP1 inh -9.5% and ALOX12 inh -2.1%.
`Cc1ccc(CSc2ncc(Cl)c(C(=O)NCCc3ccc(S(N)(=O)=O)cc3)n2)cc1` gave RXFP1 agonist -0.4%, TrxR1 substrate 1.6%, Vif-A3F inh 0.1%, mIDH1 inhibitor -14.5%, RGS4 inh -10.1%, TrxR1 inh 11.9%, Vif-A3G inh -0.4%, USP1 inh -26.7% and ALOX12 inh 3.5%.
For CCc1nnc(NC(=O)c2ccc(S(=O)(=O)N3CCCC3)cc2)s1 the results were RXFP1 agonist 5.8%, TrxR1 substrate -10.4%, Vif-A3F inh -4.8%, mIDH1 inhibitor 1.1%, RGS4 inh -31.9%, TrxR1 inh 23.0%[57.1 µM], Vif-A3G inh 0.2%, USP1 inh -14.8% and ALOX12 inh inconclusive.
`Cc1cccc(/C=C2\CCC(=C3SCCCS3)C2=O)c1` gave RXFP1 agonist -0.2%, TrxR1 substrate -7.0%, Vif-A3F inh 6.1%, mIDH1 inhibitor 11.8%, RGS4 inh 11.7%, TrxR1 inh inconclusive, Vif-A3G inh -4.2%, USP1 inh -30.6% and ALOX12 inh 0.0%.
For CCSc1nc2ccccc2n1CC(N)=O the results were RXFP1 agonist 2.1%, TrxR1 substrate -1.0%, Vif-A3F inh -1.7%, mIDH1 inhibitor 9.6%, RGS4 inh 3.6%, TrxR1 inh 13.0%, Vif-A3G inh 0.1%, USP1 inh -12.5% and ALOX12 inh 24.2%.
